# Screening data from PubChem BioAssay.
# Gli-Sufu antag – Gli-Sufu pathway antagonism; Sufu-KO-LIGHT fibroblasts, Gli luciferase reporter luminescence; inhibition, % at 5 µM; 0.74% of 340,000 active; AID 588413;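 active = inhibition above about 55%, limit read from the data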;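 note: 0% = DMSO-treated cells and 100% = wells with medium but no cells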
# CCR6 antag – CCR6 (human) receptor antagonism | P51684 | 0.49% of 340,000 active | inhibition, % at 20 µM | CHO-K1 CCR6 PathHunter beta-arrestin, luminescence, CCL20-stimulated;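 active = compounds whose inhibition of the agonist-driven luminescence signal at 20 µM reaches about 50%, limit read from the data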;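 note: cells stimulated with CCL20 at 14 nM final; plate controls were DMSO with CCL20 for no effect and DMSO without agonist for full effect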
# Target sequence (P51684 whole entry, looked up): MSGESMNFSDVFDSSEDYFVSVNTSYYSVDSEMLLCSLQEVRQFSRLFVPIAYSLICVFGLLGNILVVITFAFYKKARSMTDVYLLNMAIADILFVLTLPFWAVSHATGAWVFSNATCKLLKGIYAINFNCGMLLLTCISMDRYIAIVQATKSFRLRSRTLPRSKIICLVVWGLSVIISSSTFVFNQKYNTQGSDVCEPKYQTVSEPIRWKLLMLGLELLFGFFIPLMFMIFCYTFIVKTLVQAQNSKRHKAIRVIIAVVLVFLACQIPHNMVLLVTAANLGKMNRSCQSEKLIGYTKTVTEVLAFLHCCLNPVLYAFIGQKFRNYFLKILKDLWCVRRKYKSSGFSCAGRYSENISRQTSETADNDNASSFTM
# UPR XBP1 act – activators of adaptive arm of unfolded protein response (XBP1); CHO-XBP1 luciferase reporter, IRE1-XBP1 UPR activation, luminescence; percent of tunicamycin response, DMSO as zero; activation, % at 20 µM; 0.33% of 330,000 active; AID 463104;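 active = versus positive control, 20 µM dose yields 30% or more activation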;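 note: 100% = tunicamycin at 10 µg/mL and 0% = DMSO only wells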
#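 Material: CHO cell line with stable XBP1 luciferase reporter; buffer or medium: F12 medium containing 10% fetal bovine serum; compound: single point, 20 µM final compound, 1% DMSO; incubation: 6 h treatment, 37 °C; measured by: glow luminescence from Steady-Glo reagent; evaluation: activation, % of tunicamycin; control set: tunicamycin high, DMSO low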
# CXCR6 inh – blocks human CXCR6 beta-arrestin recruitment. CHO-K1 PathHunter CXCR6 beta-arrestin, luminescence. inhibition, % at 20 µM. 0.36% of 360,000 active; in the data active = inhibition above about 34%, passing the limit was not always enough;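 note: antagonist mode with CXCL16 agonist at 10 nM final; 0% = 10 nM CXCL16 with DMSO and 100% = unstimulated wells without agonist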
# Target sequence (O00574 whole entry, looked up): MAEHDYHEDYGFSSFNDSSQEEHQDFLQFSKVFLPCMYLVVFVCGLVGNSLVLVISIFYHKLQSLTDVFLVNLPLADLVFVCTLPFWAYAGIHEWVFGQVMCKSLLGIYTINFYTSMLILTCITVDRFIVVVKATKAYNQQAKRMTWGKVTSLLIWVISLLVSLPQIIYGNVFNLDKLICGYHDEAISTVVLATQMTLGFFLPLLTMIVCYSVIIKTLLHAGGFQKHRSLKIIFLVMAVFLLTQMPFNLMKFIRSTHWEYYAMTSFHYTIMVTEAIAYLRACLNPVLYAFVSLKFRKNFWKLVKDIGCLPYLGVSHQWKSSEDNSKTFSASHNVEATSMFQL
# Mdm2 MdmX PPI – inhibitors of human Mdm2/MdmX interaction; O15151+Q00987; SaOS-2 split-luciferase Mdm2/MdmX complementation, luminescence; inhibition, % at 8 µM; 3% of 330,000 active; AID 485346;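 active = inhibition of at least 50% at 8 µM in the primary screen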
# UPR CHOP act – apoptotic UPR (CHOP) activation | CHO-CHOP luciferase reporter, luminescence; percent of tunicamycin response over DMSO baseline | activation, % at 10 µM | 0.34% of 330,000 active | AID 449763;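 active = at 10 µM dose, activation of 40% or more, normalized to positive control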;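 note: 100% = tunicamycin at 10 µg/mL and 0% = DMSO alone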
#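 assay system = CHO CHOP reporter cells | amount = 500 CHO-CHOP cells per well | buffer or medium = F12 with 10% FBS | incubation = 16-18 h cell attachment, then 6 h compound exposure, 37 °C | detection = luminescence read with Steady-Glo | read-out = percent activation relative to tunicamycin control | controls = tunicamycin high control, DMSO low control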
# 697 NFkB inh – inhibitors of the PMA/ionomycin-induced NF-kB reporter in 697 B cells; 697 B-cell NF-kB luciferase reporter, 16 h; inhibition, % at 4 µM; 0.33% of 330,000 active; AID 435022; in the data active = inhibition above about 35%
# Jurkat NFkB inh – lowers PMA/ionomycin-induced NF-kB signal in Jurkat cells | PMA/ionomycin-induced NF-kB luciferase reporter, luminescence | inhibition, % at 4 µM | 0.53% of 330,000 active | AID 435003; in the data active = inhibition above about 50%
# EBI2 antag – blocks human EBI2 receptor beta-arrestin signaling; 0.81% of 360,000 active; inhibition, % at 5 µM; EBI2 beta-arrestin recruitment, luminescence, 7a,25-OHC stimulated; AID 651636; P32249; in the data active = inhibition above about 38%;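 note: enzyme fragment complementation signal reports receptor beta-arrestin coupling in cells; 0% = agonist plus DMSO wells and 100% = wells without agonist; some results beyond the cut were filed as inactive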
# An asterisk follows results filed as active; / = not tested or not shown.
SMILES,UPR XBP1 act,CXCR6 inh,Mdm2 MdmX PPI,Gli-Sufu antag,Jurkat NFkB inh,UPR CHOP act,697 NFkB inh,CCR6 antag,EBI2 antag
Cc1cc(C)nc(NC(=O)CSc2nn(-c3ccccc3)c(=S)s2)n1,-3,0,-8,-2,4,3.5,5,14,12
CN(C)C(CNC(=O)c1ccc(S(=O)(=O)Nc2cccc(C(F)(F)F)c2)cc1)c1ccco1 (configuration not stated),1,-8,-4,12,9,1.9,14,0,4
O=C(Nc1cccnc1Cl)c1cccs1,3,-16,17,-12,12,2.0,6,-5,1
COc1ccc(-n2c(=O)c3ccccc3n(CC(=O)NC3CCCCC3)c2=O)c(OC)c1,1,7,6,-4,2,-0.1,2,-2,-4
Cc1noc(C)c1NC(=O)Nc1cccc2c1O[C@H](CN(C)S(=O)(=O)c1cccs1)[C@@H](C)CN([C@H](C)CO)C2=O,1,-1,13,5,7,-0.3,7,8,0
O=[N+]([O-])c1cnccc1Nc1ccc(F)cc1,-2,-2,36,-12,-17,-0.7,13,1,-12
COc1ccc(NC(=O)/C(C#N)=C/c2c(C)nn(-c3ccc(F)cc3)c2Cl)cc1Cl,17,6,21,4,12,5.3,14,19,60*
COc1ccc(S(=O)(=O)N2CCCCC2)cc1NC(=O)c1ccc(N2CCCC2=O)cc1,-2,2,-16,-6,11,-0.9,-6,11,6
COc1cc(NC(=O)c2cccc([N+](=O)[O-])c2C)ccc1NC(=O)c1ccco1,2,4,18,-36,-56,6.0,-23,7,-20
CCc1nc(Nc2ccccc2OC)c2oc3ccccc3c2n1,6,11,38,30,23,1.9,5,23,36
CCOc1ccc2ccccc2c1/C=N/NC(=O)CC1(C)OCCCO1,-2,-9,16,-2,16,0.1,13,5,-14
Cc1cc(C(=O)Cn2nc(C(=O)O)c3ccccc3c2=O)c(C)n1CCc1ccc(Cl)cc1,-1,0,11,-12,9,4.1,6,0,12
CCCCNC(=O)c1cn(CC(C)C)c(=O)c2c1c1ccccc1n2C,-5,6,15,10,10,1.0,5,6,-12
COc1ccc(CNC(=O)c2ccncc2)cc1,-3,-2,16,4,-7,0.3,0,-8,-9
CC(NC(=O)C1CCCCC1)C(c1cccs1)N1CCOCC1 (configuration not stated),0,-7,22,-2,-5,-1.1,11,0,0
Cc1cc(C(=O)N/N=C/c2c(C)[nH]n(-c3ccccc3)c2=O)n[nH]1,-5,-1,12,5,-7,1.0,2,4,9

# Rewritten field by field: part of the list above.
CCCCNC(=O)c1cn(CC(C)C)c(=O)c2c1c1ccccc1n2C
  UPR XBP1 act: -5	CXCR6 inh: 6	Mdm2 MdmX PPI: 15	Gli-Sufu antag: 10	Jurkat NFkB inh: 10	UPR CHOP act: 1.0	697 NFkB inh: 5	CCR6 antag: 6	EBI2 antag: -12
COc1ccc(CNC(=O)c2ccncc2)cc1
  UPR XBP1 act: -3	CXCR6 inh: -2	Mdm2 MdmX PPI: 16	Gli-Sufu antag: 4	Jurkat NFkB inh: -7	UPR CHOP act: 0.3	697 NFkB inh: 0	CCR6 antag: -8	EBI2 antag: -9
CC(NC(=O)C1CCCCC1)C(c1cccs1)N1CCOCC1 (configuration not stated)
  UPR XBP1 act: 0	CXCR6 inh: -7	Mdm2 MdmX PPI: 22	Gli-Sufu antag: -2	Jurkat NFkB inh: -5	UPR CHOP act: -1.1	697 NFkB inh: 11	CCR6 antag: 0	EBI2 antag: 0
Cc1cc(C(=O)N/N=C/c2c(C)[nH]n(-c3ccccc3)c2=O)n[nH]1
  UPR XBP1 act: -5	CXCR6 inh: -1	Mdm2 MdmX PPI: 12	Gli-Sufu antag: 5	Jurkat NFkB inh: -7	UPR CHOP act: 1.0	697 NFkB inh: 2	CCR6 antag: 4	EBI2 antag: 9

# Additional results follow:
SMILES,UPR XBP1 act,CXCR6 inh,Mdm2 MdmX PPI,Gli-Sufu antag,Jurkat NFkB inh,UPR CHOP act,697 NFkB inh,CCR6 antag,EBI2 antag
CCOC(=O)Cn1nnnc1C(C(C)C)N(Cc1cccs1)Cc1cc2cc(C)ccc2[nH]c1=O (configuration not stated),7,-1,10,14,1,0.0,2,-9,15
CCOC(=O)C1CCN(Cc2nc(-c3ccc(OC)c(OC)c3)no2)CC1,-4,-1,12,-4,0,-0.7,-5,-2,0
COc1ccc(S(=O)(=O)N2CCCCC2)cc1NC(=O)CCc1nc2ccccc2c(=O)[nH]1,-2,-10,11,-4,-5,-0.7,18,11,-4
Cc1ccc(C2(C)NC(=O)N(CC(=O)Nc3cc(S(=O)(=O)N4CCOCC4)ccc3C)C2=O)cc1 (configuration not stated),0,0,-20,2,11,-1.6,-38,15,-8
Cc1nn(C)cc1CNC(=O)/C=C/c1cnn(C)c1,/,4,/,-6,/,/,/,-7,-5
O=C(c1ccccc1)N1N=C(C(F)(F)F)CC1(O)c1ccc(F)cc1 (configuration not stated),4,-4,9,20,-11,-1.3,-6,3,-15
CCC(C)(C)c1nnc(NC(=O)C2CCN(C(=O)c3ccco3)CC2)s1,-6,0,-2,-8,-20,0.9,0,13,18
Cn1c(C(=O)N2CCCC(C(=O)N3CCN(C(=O)c4ccco4)CC3)C2)cc2sccc21 (configuration not stated),-1,-2,-2,-5,-5,-2.8,4,4,-3
CN(C)S(=O)(=O)N1CCN(S(=O)(=O)N2CCOCC2)CC1,3,-3,3,6,4,-1.8,-2,2,-10
COc1ccc(N2CC(O)=C(c3nc4ccccc4s3)C2=N)c(OC)c1,-4,2,10,11,1,1.4,5,4,9
O=C(/C=C/c1ccc(Cl)c(Cl)c1)NCc1ccco1,1,-2,-3,-13,-10,2.1,16,23,21
COC(=O)c1cc(OC)c(OC)cc1NC(=S)Nc1cccc(Cl)c1,7,-5,7,-2,5,-1.4,22,1,1
COc1cc(S(=O)(=O)N(Cc2ccco2)C2CCCC2)ccc1-n1cnnn1,0,9,-12,8,3,-1.0,-9,-7,8
O=C(NCC1CCCO1)c1c(O)c2cccc3c2n(c1=O)CC3 (configuration not stated),0,-6,69*,-6,-9,2.5,-5,2,-12
CC1(C)OC(=O)N(c2ccccc2)C12C=Cc1cc(Br)ccc1O2 (configuration not stated),4,6,-19,9,-5,-0.7,-53,13,11
CCN(CC)CCNC(=O)CCCNC(=O)Cn1cnc2sc(C)c(C)c2c1=O,-1,2,6,0,-7,-0.5,8,4,1
COc1cccc(/C=N/NC(=O)c2cccc([N+](=O)[O-])c2)c1OS(=O)(=O)c1ccc(C)cc1,-2,3,19,5,-3,2.0,14,26,13
O=C(NCCCCC(NC(=O)C1CCCCC1)C(=O)O)c1ccccc1 (configuration not stated),-2,-13,-10,-2,-13,-0.1,-7,12,-3
Cc1ccccc1NC(=O)C(C)c1ccc(-c2ccccc2)c(F)c1 (configuration not stated),-6,-9,26,-1,17,-1.5,9,5,14
Cc1ccc(-n2nc(C(=O)O)cc2-c2ccc(Cl)cc2)cc1,-1,3,36,0,5,-0.3,19,4,-6
CCOC(=O)C1(Cc2ccccc2)CCN(Cc2cnc(N3CCOCC3)s2)CC1,5,3,-6,31,-3,-1.5,-29,-1,-2
COC(=O)c1c(NC(=O)/C=C/c2ccc3c(c2)OCO3)sc(C)c1C,1,3,4,6,-11,-1.7,5,26,7
CCCc1cc(=O)[nH]c(SCC(=O)N(C)C2CCCCC2)n1,-1,3,-20,6,-15,-0.6,8,0,9
CN(C1=NS(=O)(=O)c2ccccc21)c1ccc(OC(=O)c2ccncc2)cc1,-3,-2,21,1,-4,2.7,0,4,-5
COc1ccc(CN(C)CC(=O)Nc2sc3c(c2C#N)CCC3)cc1OC,-2,-6,8,42,-13,-3.4,-11,6,1
CCOC(=O)CSc1cccc2cccnc12,5,53*,77*,11,10,231*,-1,69*,5
CCOc1ccc(CNC(=O)CCC(=O)n2ncc3ccc(Cl)cc32)cc1,-2,-8,13,6,7,0.2,11,2,0
Nn1cc(-c2ccccc2)nc1SCC(=O)Nc1ccc2c(c1)OCO2,-2,5,-13,-5,-19,-1.1,28,6,3
Cc1ccc(C(=O)OCC(=O)NCc2ccc(Cl)cc2Cl)o1,0,-6,-10,-2,6,0.3,10,10,5
O=C(CN1C(=O)c2ccccc2S1(=O)=O)Nc1cccc(S(=O)(=O)N2CCCCC2)c1,2,-1,-2,0,-12,0.5,7,16,11
CCOc1ccc(C(=O)Nc2ccc(N3CCN(C)CC3)cc2)cc1Br,4,1,12,1,-3,0.9,8,-9,-11
O=C(CCN1CCN(c2ccccc2F)CC1)Nc1ccccc1Cl,-2,0,7,-14,-6,-0.1,-19,16,-9
O=C(Nc1ccc2c(c1)OCO2)N1CCN(C(=O)C2CCCO2)CC1 (configuration not stated),-2,7,31,-10,0,-0.2,0,1,-2
CC1CC(C)CN(C2CCCCC2NS(=O)(=O)c2ccc(Cl)cc2)C1 (configuration not stated),-4,0,11,10,18,1.0,0,19,5
Cc1cccc(C(=O)NC2CC3CCC(C2)N3C)c1 (configuration not stated),-1,4,10,3,-9,-0.7,9,-2,-8
COc1cc(CCC(=O)OCC(=O)Nc2c(C)cc(C)cc2C)cc(OC)c1OC,-1,-4,20,13,2,-1.7,24,3,-5
CC(C)(CNC(=O)CCC1CCCC1)CNC(=O)CCC1CCCC1,-1,-2,4,-6,-6,-1.2,-13,8,9
CCOC(=O)N1CCC(n2c(SCC(=O)N3CCCC3)nc3ccccc3c2=O)CC1,-1,1,17,17,9,-1.2,-3,0,8
CC(C(=O)c1c[nH]c(C(N)=O)c1)c1ncc(C(F)(F)F)cc1Cl (configuration not stated),-2,-4,-19,-1,3,-1.1,24,4,-4
Cn1c2ccccc2c2cc(/C=N/NC(=O)c3ccccc3F)ccc21,2,-5,30,-30,8,3.1,-39,-5,17
CC1Cc2cc(S(=O)(=O)NCCc3ccccc3)ccc2N1C(=O)C1CC1 (configuration not stated),-5,-23,2,9,18,-2.6,-9,10,-5
COc1ccc(OC(C)C(=O)Nc2ccc(F)cc2F)cc1 (configuration not stated),-3,-2,15,-2,8,-1.4,-2,-10,9
O=S(=O)(NC(=NCc1ccccc1)c1ccccc1)c1ccccc1,-3,1,3,2,0,-2.7,14,-2,5

# Outcome played no part in choosing rows; 5% or so of the library scored in one or more.
